TRPC4 inh: inhibitors of mouse TRPC4 channel | HEK293 TRPC4beta/mu-opioid, DAMGO-evoked Fluo4 calcium flux; active compounds read low | Q9QUQ5 | 0.39% of 300,000 active | B-score at 10 µM;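 active = B-score over 3 SD under the library average, no early fluorescence shift, positive overall ratio signal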
Target sequence (Q9QUQ5 whole entry, looked up): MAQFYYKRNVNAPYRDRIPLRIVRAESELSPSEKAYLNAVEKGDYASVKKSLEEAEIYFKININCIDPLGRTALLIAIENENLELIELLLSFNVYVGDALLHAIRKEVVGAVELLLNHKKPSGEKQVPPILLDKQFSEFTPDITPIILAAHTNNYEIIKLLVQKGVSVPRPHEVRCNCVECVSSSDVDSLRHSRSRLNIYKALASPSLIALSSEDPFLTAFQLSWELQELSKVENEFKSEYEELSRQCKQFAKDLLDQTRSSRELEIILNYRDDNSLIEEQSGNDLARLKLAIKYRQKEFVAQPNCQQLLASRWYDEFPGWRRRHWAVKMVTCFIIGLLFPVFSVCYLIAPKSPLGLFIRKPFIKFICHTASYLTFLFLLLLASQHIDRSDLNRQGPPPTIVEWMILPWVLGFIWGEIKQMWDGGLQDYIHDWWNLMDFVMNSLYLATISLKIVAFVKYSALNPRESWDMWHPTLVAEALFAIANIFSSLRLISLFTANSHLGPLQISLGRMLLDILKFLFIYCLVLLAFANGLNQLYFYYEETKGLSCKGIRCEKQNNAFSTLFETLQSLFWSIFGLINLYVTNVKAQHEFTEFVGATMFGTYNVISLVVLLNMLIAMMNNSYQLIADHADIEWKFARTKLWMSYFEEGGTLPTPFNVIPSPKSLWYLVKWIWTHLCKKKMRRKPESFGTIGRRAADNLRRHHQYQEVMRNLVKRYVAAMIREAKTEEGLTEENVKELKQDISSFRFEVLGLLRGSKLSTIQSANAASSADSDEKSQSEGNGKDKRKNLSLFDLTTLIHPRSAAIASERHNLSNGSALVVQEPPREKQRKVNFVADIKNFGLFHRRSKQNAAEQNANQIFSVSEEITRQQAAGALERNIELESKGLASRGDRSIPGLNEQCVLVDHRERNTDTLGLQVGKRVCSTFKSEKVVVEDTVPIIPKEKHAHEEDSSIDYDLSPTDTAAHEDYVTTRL
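Assay system: HEK293 cells with stable TRPC4beta plus mu-opioid receptor expression; Probe or stimulus: DAMGO in two steps, submaximal then maximal; Dosing: single-point compound dosing; Measured by: Fluo4 calcium-dye fluorescence, kinetic read; Read-out basis: B score from integrated Fluo4 fluorescence ratio.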
TRPC6 inhibitor: blocks the mouse TRPC6 cation channel; Q61143; HEK293-TRPC6, membrane potential dye, ACh-evoked depolarization; active compounds read low; B-score at 10 µM; 1.1% of 310,000 active; AID 2553;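 active = B-score under library mean minus 3 SD, initial fluorescence not abnormally high, positive integrated signal ratio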;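 note: B-score derived from integrated fluorescence ratio over the kinetic read; more negative B-score means stronger inhibition of depolarization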
HIF activator: HIF pathway transcriptional activation | AID 1910 | 0.32% of 300,000 active | U2OS HRE-luciferase reporter, luminescence; normalized: DMSO 0%, desferrioxamine 100% | activation, % at 7.5 µM (by protocol);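 active = mean activation of at least 10% of the iron chelator positive control signal, with at least half of replicates also reaching 10%; inconclusive = mean and replicate majority disagree about reaching 10%; inactive = mean and most replicates under 10%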
RGS4 act: potentiators or activators of RGS4; B-score at 10 µM; AID 463111; HEK293 M3R/inducible RGS4, carbachol calcium flux Fluo4; active compounds read low; 0.92% of 310,000 active;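 active = B-score of the integrated calcium signal more than 4 SD below the library mean, with starting fluorescence not abnormally high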;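 note: negative B-score means reduced calcium response which marks RGS4 activation or potentiation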
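Assay system: HEK293 FlpIn-TREx cells, stable M3R, doxycycline-inducible RGS4 / Probe or stimulus: carbachol, ECmax concentration / Times: overnight RGS4 induction, 30 min dye load 37 °C, 20 min compound RT / Signal: kinetic calcium fluorescence imaging with Fluo4-AM dye, 2 µM / Measure: Agonist-evoked peak-minus-minimum fluorescence over baseline, integrated ratio, B score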
TRPC6 act: activates the mouse TRPC6 cation channel; 0.13% of 310,000 active; B-score at 10 µM; AID 2550; Q61143; HEK293-TRPC6 membrane potential dye fluorescence; active compounds read high;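 active = B-score of the integrated fluorescence ratio above library mean plus 3 SD, and starting fluorescence ratio within library mean plus 5 SD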;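 note: higher score means more depolarization so channel activation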
MrgX1 agonist: activates human MrgX1 receptor signaling; Q96LB2; MrgX1-HEK293 cells, Fluo-4 calcium fluorescence, agonist mode; active compounds read high; B-score at 10 µM; 0.44% of 310,000 active; AID 588627;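 active = calcium response B-score plate-corrected fluorescence ratio at least 3 library SD, with starting fluorescence B-score inside 5 SD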
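times = overnight plating, then 30 min 37 °C plus 30 min room-temperature dye loading | assay system = stable human MrgX1 HEK293 cell line | input = fifteen thousand cells per well | signal = kinetic calcium dye fluorescence, Fluo-4 NW | dosing = compound delivered in addition one of three | read-out = B-scored fluorescence response ratio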
Platelet DG rel: platelet dense granule release activity; 0.22% of 300,000 active; inhibition, %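 (compounds screened at 7.5 µM in platelet-rich plasma)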; human platelet-rich plasma, SFLLRN dense granule ATP release, luminescence;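 active = mean replicate score, as percent of positive control, at or above 50; inconclusive = mean below 50 but at least one replicate at or above 50; inactive = mean and every replicate below 50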
MrgX1 antagonist: blocks BAM8-22 activation of human MrgX1 receptor. Q96LB2. MRGX1-HEK293 calcium flux, Fluo-4, BAM8-22 antagonism; active compounds read low. B-score at 10 µM. 1.3% of 310,000 active;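 active = calcium-response B-score plate-corrected more than 3 library SD below zero, starting fluorescence within 5 deviations, no agonist response on first addition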;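 note: peak minus trough fluorescence over baseline after final BAM8-22 challenge near maximal dose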
MrgX1 allo act: allosterically activates human MrgX1 receptor signaling; 0.63% of 310,000 active; B-score at 10 µM; MrgX1-HEK293, Fluo-4 calcium flux, FDSS; active compounds read high; Q96LB2;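 active = plate-corrected calcium response at least 3 library SD above typical, normal starting fluorescence, not activating the receptor alone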;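 note: compound read alongside a low EC10 to EC30 dose of BAM8-22 agonist; peak minus trough fluorescence over baseline measured at the second addition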
SKKanGAS inh: SKKanGAS growth inhibition; S. pyogenes SKKanGAS, kanamycin growth, BacTiter-Glo, 6 h; inhibition, % at 7.5 µM; 1.3% of 300,000 active;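 active = mean replicate score, as percent of positive control median, at least 50; inconclusive = mean below 50 but one replicate at or above 50; inactive = mean and every replicate below 50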;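 note: strain carries kanamycin resistance gene driven by streptokinase promoter and grows in 40 µg/ml kanamycin; loss of luminescence reflects streptokinase promoter inhibition or plain growth inhibition; 0% = median of DMSO wells and 100% = positive control at its reference dose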
RGS4 block: inhibitors of human RGS4. 0.45% of 310,000 active. P49798. HEK293 M3R/RGS4 inducible, Fluo-4 calcium flux; active compounds read high; triggered by carbachol at its EC20. AID 463165. B-score at 10 µM;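 active = B-score, a plate-corrected calcium signal, over three deviations above library mean, with baseline fluorescence within five deviations of library mean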;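 note: RGS4 expression induced by doxycycline in cells with stable M3 receptor; B-score is computed from the integrated fluorescence ratio over baseline after carbachol; higher B-score means a larger calcium signal and so more RGS4 inhibition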
* = called active by the depositor; i = inactive; ? = inconclusive; / = no result given; & = joins results of further samples.

molecule | MrgX1 agonist | MrgX1 antagonist | TRPC6 act | MrgX1 allo act | TRPC6 inhibitor | SKKanGAS inh | RGS4 block | RGS4 act | HIF activator | TRPC4 inh | Platelet DG rel
Cc1cc(OCc2nnc(SCC(=O)OC3CCCCC3)o2)ccc1Cl | i | i | i | i | i | -8 | i | i | 0.0 | i | -1
O=C(CN1C(=O)NC2(CCCCCCC2)C1=O)NC1CCCc2ccccc21 (configuration not stated) | i | i | i | i | i | -3 | i | i | -0.6 | i | 2
O=c1c2c(-c3cccc([N+](=O)[O-])c3)ccnc2[nH]n1-c1ccccc1 | i | i | i | i | i | 31 | i | i | 0.2 | i | 17
Cc1cc(/C([O-])=C(/C(=S)Nc2ccc(F)cc2)[n+]2ccccc2)c(C)n1Cc1ccccc1Cl | i | i | i | i | i | 8 | i | i | 1.1 | i | 10
COc1ccccc1C(O)Cc1nc2ccccc2n1C (configuration not stated) | i | i | i | i | i | 7 | i | i | 1.5 | i | 2
O=C(Nc1ccccc1)N1CC=C(c2ccc(F)cc2)CC1 | i | i | i | i | i | 0 | i | i | 3.9 | i | 14
O=C(c1ccc2c3c(cccc13)CC2)C1CCCN(C(=O)c2cccnc2)C1 (configuration not stated) | i | i | i | i | i | -8 | i | i | 0.1 | i | 2
O=C1NNC(c2ccccc2)=N/C1=C\c1ccco1 | i | i | i | i | i | 19 | i | i | -0.2 | i | 1
CN(Cc1ccc(F)cc1)C(=O)C(c1ccccc1)c1ccccc1 | i | i | i | i | i | -4 | i | -9.1* | -1.0 | i | -3
COc1ccccc1N1CCN(C(=O)c2ccc(NC(C)=O)cc2)CC1 | i | i | i | i | i | 0 | i | i | -0.6 | i | 3
CC(Sc1nnc(COc2ccccc2)n1-c1ccccc1)C(=O)O (configuration not stated) | i | i | i | i | i | -4 | i | i | 0.0 | i | -2
O=C1c2cccc(O)c2C(=O)c2c(O)cc(CO)cc21 | i | i | i | i | i | -10 | i | i | -0.3 | i | 1
Cc1ccc(C)c(NC(=O)c2cc[n+](C)cc2)c1 | i | i | i | i | i | -5 | i | i | -2.7 | i | 1
Cc1ccccc1OCC(=O)N(CC(C)C)c1c(N)n(CC(C)C)c(=O)[nH]c1=O | i | i | i | i | i | -13 | i | i | -0.4 | i | 24
C/C=C/Cn1cccc(C(=O)Nc2ccc(OC)cc2)c1=O | i | i | i | i | i | -9 | i | i | 3.6 | i | 2
CC(=O)Nc1ccc(S(=O)(=O)N2CCC(C(=O)NCc3ccco3)CC2)cc1 | i | i | i | i | i | -4 | i | i | -0.1 | i | ?
CN1CCCN(C(=O)/C=C/c2ccc(Cl)cc2Cl)CC1 | i | i | i | i | i | 1 | i | i | 1.7 | i | 0
CCc1ccccc1NC(=S)N1CCN(c2ccccn2)CC1 | i | i | i | i | i | -13 | i | i | 0.2 | i | -3
COc1ccc(OCc2nn3c(-c4ccccn4)nnc3s2)cc1 | i | i | i | i | i | -4 | i | i | -1.3 | i | -12
Cc1nc(N2CCOCC2)nc2c1CCC2 | i | i | i | i | i | 6 | i | i | 0.0 | i | 2
C=CCn1c(SCC(=O)NC2CCS(=O)(=O)C2)nnc1-c1ccc(Cl)cc1 (configuration not stated) | i | i | i | i | i | -13 | i | i | 0.1 | i | -3
CC(C)(O)CC[C@H](OC(=O)c1ccccc1)[C@](C)(O)[C@H]1CC[C@@]2(O)C3=CC(=O)[C@@H]4C[C@@H](O)[C@H](O)C[C@]4(C)C3CC[C@]12C (some centres not stated) | i | i | i | i | i | -1 | i | i | -0.3 | i | 1
O=C(CN1CCCN(S(=O)(=O)c2ccc(F)cc2)CC1)Nc1ccccc1Br | i | i | i | i | i | 5 | i | i | 0.6 | -6* | -4
COc1cc(NC(=O)C2CC(c3cccc(Br)c3)=NO2)cc(OC)c1OC (configuration not stated) | i | i | i | i | i | -2 | i | i | 0.2 | i | -7
CS(=O)(=O)N1CCN(c2cccc(Cl)n2)CC1 | i | i | i | i | i | 1 | i | i | -1.6 | i | 1
COc1cccc(CN(C)C(=O)c2cc(COc3ccc(-n4cncn4)cc3)on2)c1 | i | i | i | i | i | -12 | i | i | 0.1 | i | 1
CC(C)(C)c1ccc(C(=O)NNC(=S)NCC2CCCO2)cc1 (configuration not stated) | i | i | i | i | i | -2 | i | i | 0.7 | i | 10
O=C(Cn1ncc2ccccc21)N1CCc2ccccc21 | i | i | i | i | i | -2 | i | i | / | i | 16
Cc1ccc(/C=C/C(=O)N2CCCC(C(N)=O)C2)o1 (configuration not stated) | i | i | i | i | i | -6 | i | i | -0.1 | i | -4
CCOC(=O)N1CCN(CCC(=O)Nc2ccc(F)c(F)c2)CC1 | i | i | i | i | i | 3 | i | i | -0.3 | i | -5
Cc1cc(C(=O)N2CCCC(C(=O)c3cc(F)ccc3F)C2)c(C)o1 (configuration not stated) | i | i | i | i | i | -6 | i | i | 0.0 | i | -2
CC(=O)Nc1nnc(-c2c(-c3c(Cl)cccc3Cl)noc2C)o1 | i | i | i | i | i | -8 | i | i | -0.2 | i | 2
CN(C)C(CNC(=O)CSc1nc2ccccc2c(=O)n1Cc1ccco1)c1ccccc1 (configuration not stated) | i | i | i | i | i | -2 | i | i | -0.9 | i | 1
CCOC(=O)c1sc(/N=C/c2c(C)[nH]n(-c3ccccc3)c2=O)c(C#N)c1C | i | i | i | i | i | 1 | i | i | -0.2 | i | 0
N/C(=N\N=C\c1ccc(O)c(O)c1)c1nonc1N | i | i | i | i | i | 6 | i | i | 2.8 | i | 105*
O=C1c2ccccc2-c2nc3ccccc3n21 | i | i | i | i | i | 2&-1 | i | i | 2.2&0.6 | i | -25&1
CCCCN1CN=C(Nc2nc3ccccc3o2)NC1 | i | i | i | i | i | -6 | i | i | 2.4 | i | -10
C=C(C)C(=O)Nc1cccc(C2=NOC3(C2)C[C@H](C(N)=O)N(C(=O)CC)C3)c1 (some centres not stated) | i | i | i | i | i | 3 | i | i | -0.1 | i | 6
O=C(CCc1ccccc1)N/N=C/c1cc(Br)ccc1O | i | i | i | i | i | -11 | i | i | 12* | i | 9
CCOC(=O)CNc1c(-c2ccc(Cl)cc2)nc2cnccn12 | i | i | i | i | i | -7 | i | i | 0.3 | i | 6
Cc1nnc(NC(=O)CSc2nc3[nH]ncc3c(=O)[nH]2)s1 | i | i | i | i | i | 1 | i | i | -0.1 | i | 1
COc1ccc(S(=O)(=O)N2CCN(C(=O)c3cc(-c4ccc(C)cc4)n[nH]3)CC2)cc1 | i | i | i | i | i | -2 | i | i | 0.1 | i | 1
O=C(CCn1cccc1)NC1CCCc2ccccc21 (configuration not stated) | i | i | i | i | i | 0 | i | i | 0.0 | i | -2
Cc1ccccc1NCN1C(=O)C2CCC(C)(C1=O)C2(C)C (configuration not stated) | i | i | i | i | i | -8 | i | i | -0.4 | i | 0
O=C(NCc1ccncc1)Nc1cccc([N+](=O)[O-])c1 | i | i | i | i | i | 0 | i | i | 0.6 | i | -2
COC(=O)CSc1n[nH]c(-c2ccncc2)n1 | i | i | i | i | i | -4 | i | i | 0.3 | i | 0
CCOC(=O)c1noc(C)c1C(=O)Nc1cccc(F)c1 | i | i | i | i | i | -4 | i | i | / | i | /
O=C(COC(=O)c1ncc(Cl)c(Cl)c1Cl)NC1CCS(=O)(=O)C1 (configuration not stated) | i | i | i | i | i | -4 | i | i | -0.2 | i | -3
CC(C)COC(=O)Nc1ccccc1C(=O)N1CCOCC1 | i | i | i | i | i | -2 | i | i | -0.4 | i | -2
COc1ccc(NC(=O)COC(=O)/C=C/C(=O)OCC(=O)Nc2ccc(OC)c(Cl)c2)cc1Cl | i | i | i | i | i | -7 | i | i | -0.4 | i | -8
COC(=O)Nc1ccc(S(=O)(=O)N2CCCCCC2)cc1 | i | i | i | i | i | 0 | i | i | -0.2 | i | -11
COc1ccc(NC(=O)NCCN2CCc3ccccc3C2)cc1 | i | i | i | i | i | 3 | i | i | -0.2 | i | -10
COc1ccccc1C1CC(c2ccc(C)cc2)Nc2ncnn21 (configuration not stated) | i | i | i | i | i | 36 | i | i | 0.1 | i | 2
Cc1ccc2ccccc2c1NC(=O)c1ccco1 | i | i | i | i | i | -5 | i | i | 0.1 | i | 0
CCOc1ccc(Cl)cc1S(=O)(=O)N1CCCC1 | i | i | i | i | i | 0 | i | i | -0.4 | i | -1
CCOc1ccccc1N1CC(C(=O)N2CCc3ccccc3C2)CC1=O (configuration not stated) | i | i | i | i | i | -12 | i | i | 0.4 | i | -20

Next compounds
molecule | MrgX1 agonist | MrgX1 antagonist | TRPC6 act | MrgX1 allo act | TRPC6 inhibitor | SKKanGAS inh | RGS4 block | RGS4 act | HIF activator | TRPC4 inh | Platelet DG rel
C=CCC12C=C(OC)C(=O)OC(OC)(C1O)[C@H](c1ccc3c(c1)OCO3)[C@H]2C (some centres not stated) | i | i | i | i | i | 2 | i | i | -0.2 | i | -1
CN(CCO)c1nc(N)c(C#N)c(CC#N)c1C#N | i | i | i | i | i | -2 | i | i | 0.3 | i | -1
CCOC(=O)CSc1ccc2nnc(CCNS(=O)(=O)c3ccccc3)n2n1 | i | i | i | i | i | -13 | i | i | -0.3 | i | 2
Cc1c(CN2CCC(CO)(CCOc3ccccc3)CC2)c(=O)n(-c2ccccc2)n1C | i | i | i | i | i | -1 | i | i | 0.1 | i | -2
Cc1ccc(NC(=S)N2CCCC2)cc1 | i | i | i | i | i | -8 | i | i | 2.3 | i | -5
N#CCCN(C(=O)CO/N=C/c1cccc([N+](=O)[O-])c1)c1ccccc1 | i | i | i | i | i | / | i | i | -0.8 | i | 0
C=CCN1C(=O)/C(=C2/Sc3ccccc3N2CCCS(=O)(=O)O)SC1=S | i | i | i | i | i | 0 | i | i | -0.4 | i | 2
O=C(Nc1nnc(-c2cccs2)s1)c1cccc(F)c1 | i | i | i | i | i | / | i | i | / | i | /

Screening results: PubChem, several laboratories
